14-3-3g Raf: modulators of 14-3-3 gamma protein binding, primary screen, biochemical, fluorescence polarization; FP, 14-3-3gamma / TMR-pS259-Raf peptide binding; inhibition, % at 40 µM; hit rate 0.19% among 160,000; AID 422, 2006; in the data active = inhibition above about 30%;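 note: 0% = protein plus tracer without compound and 100% = blank with tracer alone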
Target sequence (P61981 whole entry, looked up): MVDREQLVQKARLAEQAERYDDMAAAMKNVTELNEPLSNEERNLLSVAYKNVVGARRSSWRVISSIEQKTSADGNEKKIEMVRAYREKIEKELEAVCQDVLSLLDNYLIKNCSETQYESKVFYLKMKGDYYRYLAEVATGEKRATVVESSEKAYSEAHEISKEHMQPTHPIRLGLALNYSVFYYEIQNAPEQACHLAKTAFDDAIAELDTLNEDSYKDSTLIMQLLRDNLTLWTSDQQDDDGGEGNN
An asterisk follows results filed as active; & = joins results of further samples. Some of the compounds tested; count on the stated rates, not on these rows.

SMILES	14-3-3g Raf
COc1ccc(CCn2c(SCC(=O)Nc3cc(C)on3)nc3ccccc3c2=O)cc1OC	-8
O=C(NC(Cc1c[nH]c2ccccc12)C(=O)O)c1ccc(Br)cc1 (stereo not drawn)	-3
CCCCC(=O)Nc1cc2nn(-c3ccc(OC)cc3)nc2cc1C	-7
O=C1C(=O)N(Cc2ccco2)C(c2cccc(Cl)c2)/C1=C(\O)c1ccc2c(c1)OCCO2 (stereo not drawn)	-12
Cc1cccc2nc(Cn3c(=O)n(CCCC(=O)NCc4ccc5c(c4)OCO5)c(=O)c4sccc43)cc(=O)n12	-41
CCOC(=O)c1[nH]c2ccc(F)cc2c1NC(C)=O	-2
CCOc1ccccc1NS(=O)(=O)c1ccc2c(c1)c(=O)n(C)c(=O)n2C	-8
COc1nc(-c2ccccc2)ccc1-c1noc(C)n1	-5
Cc1cccc(NC(=O)CSc2nccn2-c2ccc([N+](=O)[O-])cc2)c1C	-6
Cc1ccc(NC(=O)c2cc(-c3ccco3)on2)cc1	-16
CCCn1cc(S(=O)(=O)CC(=O)Nc2cc(C(F)(F)F)ccc2Cl)c2ccccc21	-1
COc1ccc2nc3sc(C(=O)Nc4cccc([N+](=O)[O-])c4C)cc3cc2c1	-2
Cc1sc(NC(=O)C2c3ccccc3Oc3ccccc32)c(C(N)=O)c1C	-10
COC(=O)c1cc2ccsc2n1CC(=O)Nc1cc(C)cc(C)c1	0
Cc1ccc(C2CC(C(F)(F)F)n3ncc(C(=O)N4CCC(C)CC4)c3N2)cc1 (stereo not drawn)	1
CCCn1c(=S)[nH]c2cc(C(=O)NCCC3=CCCCC3)ccc2c1=O	-8
CCn1c2ccccc2c2cc(Nc3cc(C)nc4ncnn34)ccc21	-17
NC(=O)c1cc2c(ccc3ccccc32)oc1=Nc1ccccc1F	-7
Cc1ccc2c(c1)c(=O)c1ccccc1n2CC(=O)N1CCC(C)CC1	-5
O=C(CCC1(C(=O)O)CCC(=O)NC1)NCc1ccccc1 (stereo not drawn)	-6
O=c1[nH]c(CN2CCN(c3ccccc3Cl)CC2)nc2ccsc12	-3
COc1ccc(S(=O)(=O)N2CCC(Cc3ccccc3)CC2)cc1OC	-7
CCCN(CCC)C(=O)c1c[nH]c2ccc(S(=O)(=O)N(C)c3cc(C)ccc3C)cc2c1=O	1
CC(C)Oc1ccc(CSc2ncn[nH]2)cc1	7
CCS(=O)(=O)c1c(S(=O)(=O)CC)c2cc(C(C)(C)C)ccn2c1C(=O)c1ccc(Cl)cc1	4
CCOc1c(Br)cc(C2Nc3ccccc3-c3nnc(SCC)nc3O2)cc1OC (stereo not drawn)	-38
Cc1cc(C)c(N=C2c3ccccc3-c3ncccc32)c(C)c1	4
Cc1ccnc(NC(=O)CCC(=O)N(CC(=O)NC(C)(C)C)C2CCCC2)c1	2
CCN1C(=O)CSc2ccc(C(=O)OC)cc21	5
Cc1c(N2C(=O)CSC2c2ccc([N+](=O)[O-])cc2)c(=O)n(-c2ccccc2)n1C (stereo not drawn)	7
O=P(O)(OC(c1ccc(F)cc1)C(F)(F)F)c1ccccc1 (stereo not drawn)	-4
Cc1ccc(Cn2c(=S)[nH]c3ccccc32)cc1	-2
CCCCNc1ncnc(N)c1[N+](=O)[O-]	-7
O=[N+]([O-])c1cccc(Cl)c1N1CCN(c2ccc([N+](=O)[O-])c3cccnc23)CC1	-2
O=C1CCCN1CCC1CCN(C2CC(=O)N(c3ccc(F)cc3)C2=O)CC1 (stereo not drawn)	-9
CCOc1ccc(Sc2cc(C(=O)NCc3cccc(OC)c3)c3ccccc3n2)cc1	15
O=C1C2C3C=CC(C4CC34)C2C(=O)N1c1cc(Cl)ccn1 (stereo not drawn)	-2
Cc1cc(Br)ccc1OCc1nc(-c2ccncc2)no1	-10
S=c1nc(-c2ccccc2)n(Cc2ccccn2)c2c1CCCC2	-1
COc1ccc(C2=NN(C(=O)c3ccccc3)C(c3cc4cc(OC)ccc4nc3Cl)C2)cc1 (stereo not drawn)	-1
O=S(=O)(c1ccc(-c2csc(=Nc3cccc(Cl)c3)n2CCCO)cc1)N1CCCCC1	-7
COCCCNC(=O)Cn1cc(C(C)=O)c2ccccc21	20
O=C(c1ccc(-n2c(SCc3ccncc3)nc3ccccc3c2=O)cc1)N1CCOCC1	6
CCc1ccc(CCC(=O)Nc2nccs2)o1	-2
CC(=O)c1sc(Nc2ccccc2)nc1C	-18

Entries above containing a nitro group on carbon, in the order listed:
SMILES	14-3-3g Raf
Cc1cccc(NC(=O)CSc2nccn2-c2ccc([N+](=O)[O-])cc2)c1C	-6
COc1ccc2nc3sc(C(=O)Nc4cccc([N+](=O)[O-])c4C)cc3cc2c1	-2
Cc1c(N2C(=O)CSC2c2ccc([N+](=O)[O-])cc2)c(=O)n(-c2ccccc2)n1C (stereo not drawn)	7
CCCCNc1ncnc(N)c1[N+](=O)[O-]	-7
O=[N+]([O-])c1cccc(Cl)c1N1CCN(c2ccc([N+](=O)[O-])c3cccnc23)CC1	-2

The listing continues.
SMILES	14-3-3g Raf
Cc1cccc(NC(=O)C2CCC(Cn3c(=S)[nH]c4ccccc4c3=O)CC2)c1 (stereo not drawn)	-10
CCc1ccc(-n2c(SCC(=O)Nc3cc(C)[nH]n3)nc3[nH]ncc3c2=O)cc1	-6
COC(=O)c1ccc(S(=O)(=O)c2ccc(Cl)cc2)c(N)c1	1
Cc1nn(-c2ccccc2)c(OC(=O)c2cccs2)c1Sc1ccccc1[N+](=O)[O-]	-2
CCC(C)NC(=O)N[C@@H](CCSC)C(=O)O (stereo partly drawn)	0
COc1ccccc1NC(=O)c1cc(C(=O)Nc2ccccc2OC)cc(N2C(=O)C3C4c5ccccc5C(c5ccccc54)C3C2=O)c1 (stereo not drawn)	2
CN(C)CCNC(=O)c1cn(C)c(=O)c2c1c1ccccc1n2C	0
CCOc1ccc(-n2c(SCC(=O)NC3CCCCC3)nc3c([nH]c4ccccc43)c2=O)cc1	-7
COc1ccc(-c2nnc3sc(C4CCCCC4)nn23)cc1OC	-8
NC(=O)c1ccc(NC(=O)CN2CCN(Cc3ccccc3)CC2)cc1	-2
O=C(NCCc1nc2ccccc2[nH]1)c1ccc(F)cc1	-7
COc1cc(N)ccc1-n1cnnn1	-6
COCCn1c(SCC(=O)OC(C)C)nnc1-c1ccccc1	-4
Cc1ccc(Cn2c(=O)n(CC(=O)NCCc3ccccc3)c(=O)c3sccc32)cc1	-6
Cc1cccc(NC(=O)Cn2nnc(-c3ccc(CN4CCCC4)cc3)n2)c1C	-6
Fc1ccc(Nc2ncnc3sc(-c4ccccc4)cc23)cc1	-4
CCN(CP(=O)(O)C1CCCCC1O)C(C)=O (stereo not drawn)	6
COc1ccc(C(=O)CN2CCN(c3ccc(F)cc3)CC2)cc1OC	5
CC1=C(C(=O)OC(C)C)C(c2ccc([N+](=O)[O-])cc2)C2=C(CCCC2=O)N1 (stereo not drawn)	-6
O=C(Nc1ccc2oc(-c3ccncc3)nc2c1)c1ccccc1F	-5&-16
Cc1ccc(S(=O)(=O)N2N=C(C3CCCCC3)CC2(O)C(F)(F)F)cc1 (stereo not drawn)	-6
CCCC1=C(C(=O)OCC)C(c2ccc(NC(C)=O)cc2)NC(=O)N1 (stereo not drawn)	4
CCOC(=O)CNC(=O)CNC(=O)c1ccc(OCC(C)C)cc1	5
CN(C)S(=O)(=O)c1ccc2c(c1)c(=O)c(C(=O)NCCCN1CCCCCC1)cn2C	-6
CCc1ccccc1NC(=O)c1ccc(N2CCCC2)c([N+](=O)[O-])c1	-7
O=C(Nc1ccon1)c1csc2c1CCCC2	-17
CC1CN(C2CCCCC2)c2nc3c(c(=O)[nH]c(=O)n3C)n2C1 (stereo not drawn)	-5
O=C(Nc1ccncc1)c1ccc2c(c1)OCCO2	-17
COc1cccc(NC(=O)CCCn2c(=O)[nH]c3ccccc3c2=O)c1	8
O=C(c1ccc2c(=O)n(Cc3cccc(Br)c3)c(=S)[nH]c2c1)N1CCc2ccccc2C1	-6

Fetched by structure from the entries so far (six):
SMILES	14-3-3g Raf
CCOC(=O)CNC(=O)CNC(=O)c1ccc(OCC(C)C)cc1	5
COc1ccc(C(=O)CN2CCN(c3ccc(F)cc3)CC2)cc1OC	5
O=C(c1ccc2c(=O)n(Cc3cccc(Br)c3)c(=S)[nH]c2c1)N1CCc2ccccc2C1	-6
CC1CN(C2CCCCC2)c2nc3c(c(=O)[nH]c(=O)n3C)n2C1 (stereo not drawn)	-5
CC1=C(C(=O)OC(C)C)C(c2ccc([N+](=O)[O-])cc2)C2=C(CCCC2=O)N1 (stereo not drawn)	-6
CN(C)S(=O)(=O)c1ccc2c(c1)c(=O)c(C(=O)NCCCN1CCCCCC1)cn2C	-6

Next part
SMILES	14-3-3g Raf
COc1ccc(-c2c(C)nn3c(N4CCC(C(=O)N5CCCCC5)CC4)cc(C)nc23)cc1OC	3
O=C(CCCCCNc1nc(=S)[nH]c2ccccc12)N1CCN(c2ccc(Cl)cc2)CC1	-1
O=C(O)c1ccc(Cn2cc([N+](=O)[O-])cn2)o1	0
CCOC(=O)C1=C(C)NC(=O)NC1c1ccc(N(C)CC)cc1 (stereo not drawn)	-26
CCOC(=O)c1cnc2cc(Cl)c(OC)cc2c1Nc1cc(OC)c(OC)c(OC)c1	-10
COC(=O)c1sc(N)c(C(=O)OC)c1COC(=O)c1c(C)noc1C	-5
Cc1cccc(-n2nc3c(c2NC(=O)COc2ccc(Cl)cc2)CS(=O)(=O)C3)c1C	-3
CCOc1ccc(N(C(C)=O)C2C=CS(=O)(=O)C2)cc1 (stereo not drawn)	-4
Cc1cccc(NC(=O)c2cnn(-c3ccccc3)c2NC(=O)c2cccc(C)c2)c1	-7
CCOC(=O)C1=C(C)NC(=O)NC1c1ccc(OCC)cc1 (stereo not drawn)	-11
CCOC(=O)CNc1nc(C#N)nc(N2CCOCC2)n1	-1
N=c1c(C(=O)NCCc2ccccc2)cc2c(=O)n3ccccc3nc2n1CCc1ccccc1	-16
Cc1ccccc1Nc1cc2ccccc2c(=O)[nH]1	-7
CCc1sc(C(=O)Nc2ccsc2C(=O)OC)cc1Br	-2
CCOC(=O)C1CCCN(C(=O)c2ccc(N3CCCC3=O)cc2)C1 (stereo not drawn)	-22
Cc1ccc(N(Cc2ccc(C(=O)NCC(C)C)cc2)S(C)(=O)=O)cc1C	-2
O=C(CN1C(=O)c2ccccc2C1=O)Nc1ccc(Cl)cc1	-2
COc1ccccc1OCCSc1nc2ccccc2c(=O)[nH]1	0&-12
Cc1cc(C)c(C)c(C(=O)COC(=O)CNC(=O)C2CCCCC2)c1C	-7
NC(=O)c1cc2cc(F)ccc2[nH]1	-6
CN(CCc1ccccn1)C(=O)c1ccc(N2CC3CC(C2)c2cccc(=O)n2C3)c(NC(=O)c2cccs2)c1 (stereo not drawn)	-1
Cn1c(=O)oc2cc(S(=O)(=O)NCCC(=O)NCCc3ccc(Cl)cc3)ccc21	-4
COc1ccc(NC(=O)CSc2ccc3ccccc3n2)cc1	-8
Clc1ccc(Nc2nc(NCCCN3CCOCC3)ns2)cc1	-23
CCN1/C(=C/c2scc(-c3ccccc3)[n+]2C)C=Cc2cc(C)ccc21	-321
COc1cc(C2/C(=C(\O)c3ccc(Cl)cc3)C(=O)C(=O)N2Cc2cccnc2)ccc1O (stereo not drawn)	8
O=C1OC(Nc2cccc(Cl)c2)c2ccccc21 (stereo not drawn)	0
Cc1cccc2oc(-c3ccc(N=Cc4cc(Br)ccc4O)cc3)nc12	-13
N/C(CN1CCCC1=O)=N\O	2
COC(=O)c1ccc(C#Cc2ccccc2)o1	-6

An excerpt from above in order of length of the SMILES, largest number first.
SMILES	14-3-3g Raf
CN(CCc1ccccn1)C(=O)c1ccc(N2CC3CC(C2)c2cccc(=O)n2C3)c(NC(=O)c2cccs2)c1 (stereo not drawn)	-1
COc1cc(C2/C(=C(\O)c3ccc(Cl)cc3)C(=O)C(=O)N2Cc2cccnc2)ccc1O (stereo not drawn)	8
NC(=O)c1cc2cc(F)ccc2[nH]1	-6

Later entries:
SMILES	14-3-3g Raf
C#CC1(O)CC(C)(C)NC(C)(C)C1	-11
CCOC(=O)c1c(NC(=O)C(C)(C)C)sc(C(=O)Nc2ccc(C)c(Cl)c2)c1C	7
O=C(Cn1c(C(=O)NCC2CCCO2)cc2sccc21)c1ccccc1 (stereo not drawn)	4
Cc1ccc(-c2nc3c(=O)n(C)c4ccccc4c3o2)cc1	-3
Cc1cc(C)c(NC(=O)CS(=O)CC(=O)N2CCN(c3ccc(F)cc3)CC2)c(C)c1 (stereo not drawn)	3
COc1ccccc1NC(=O)Nc1ncccc1C	-9
COc1ccc(N(CC(=O)Nc2ccc3c(c2)OCO3)S(=O)(=O)c2ccccc2)c(OC)c1	2
O=C(NC1CCS(=O)(=O)C1)N1CCCCC1 (stereo not drawn)	-1
CCNS(=O)(=O)c1cc(Br)ccc1OC	9
COc1ccc(NC(=O)CSc2nc(-c3ccc(F)cc3)cc(-c3ccccc3)c2C#N)cc1	-14
O=C(O)c1ccccc1Nc1ccnc(N2CCOCC2)n1	5
COc1ccc(NC(=O)CCn2nc(-c3ccccc3)c3ccccc3c2=O)cc1C(N)=O	-8
CCCCOc1ccccc1Cn1c(=O)oc2ccccc21	-3
CCOc1cc2c(cc1OCC)C(C(=O)O)C(c1cc(OC)c(OC)c(OC)c1)N(C)C2=O (stereo not drawn)	-14
Cc1cc(C)n(-c2ncnc3sc(C)c(C)c23)n1	3

Next part, overlapping the part above by 4 compounds.
SMILES	14-3-3g Raf
COc1ccc(NC(=O)CCn2nc(-c3ccccc3)c3ccccc3c2=O)cc1C(N)=O	-8
CCCCOc1ccccc1Cn1c(=O)oc2ccccc21	-3
CCOc1cc2c(cc1OCC)C(C(=O)O)C(c1cc(OC)c(OC)c(OC)c1)N(C)C2=O (stereo not drawn)	-14
Cc1cc(C)n(-c2ncnc3sc(C)c(C)c23)n1	3
COc1ccc(NC(=O)Cn2nc(C)c([N+](=O)[O-])c2C)cn1	0
Cc1ccc(NC(=O)C(=O)NCc2ccncc2)cc1C	-2
Cc1ccc(-c2cn(-c3ccc(F)cc3)c(SCC(=O)Nc3ccc(F)cc3)n2)cc1	-2
CCOc1ccccc1N(C)C(=O)c1nn(-c2cccc(OC)c2)c(=O)c2ccccc12	-1
CCN(CC)c1ncnc2scc(C3COc4ccccc4O3)c12 (stereo not drawn)	-21
CCCCN(C(=O)NC(=O)Nc1ccccc1C)S(C)(=O)=O	-5&5
CN(C)c1ccc(/C=C/c2cc[n+]([O-])cc2)cc1	-17
C=CCN(C(=O)CNC(=O)c1ccco1)C(C(=O)NC1CCCCC1)c1ccccc1F (stereo not drawn)	-4

Screens from PubChem BioAssay.
